FBPA Giardia inh = blocks Giardia fructose-bisphosphate aldolase activity. A8B2U2. purified Giardia FBPA. Potency, µM (series often up to 59.6 µM), without a hit: top-dose activity, negative = inhibition, usual class: inhibitors. actives 0.71% (n = 290,000); also: potency is read from the fitted curve at half-maximal effect; % is scaled to controls: 0 for no effect and ±100 for the full control effect; nearly all actives have a fitted effect of over 55% in size
Target sequence (A8B2U2 whole entry, looked up): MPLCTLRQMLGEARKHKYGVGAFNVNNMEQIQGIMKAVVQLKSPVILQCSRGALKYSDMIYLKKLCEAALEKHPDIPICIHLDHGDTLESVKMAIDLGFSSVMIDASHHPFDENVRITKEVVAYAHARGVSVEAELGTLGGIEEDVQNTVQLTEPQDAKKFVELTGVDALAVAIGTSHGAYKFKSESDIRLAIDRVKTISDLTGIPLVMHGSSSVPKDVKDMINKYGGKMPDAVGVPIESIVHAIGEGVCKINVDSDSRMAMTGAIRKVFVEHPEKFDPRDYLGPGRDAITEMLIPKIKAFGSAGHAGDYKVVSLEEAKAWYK
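Giardia FBPA (40 nM reagent) was preincubated 10 min at RT with compound (up to 57.5 uM final), then substrate plus GAPDH/TPI/NAD/arsenate coupling system with diaphorase/resazurin was added; resorufin fluorescence (525/598 nm) was read after 20 min.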
HCMV inh = blocks human cytomegalovirus replication. HFF cells, HCMV-luciferase reporter, 72 h; active compounds read low. activity change, negative = inhibition, % at 57.5 µM. actives 4.5% (n = 410,000). AID 1259415; in the data active = activity change below about -60%; inconclusive = no clear call, values can overlap the other calls; inactive = above about -39%; also: % is scaled to controls: 0 for no effect and ±100 for the full control effect
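HFF cells seeded 16 h at 37C, treated with compounds, infected with luciferase-reporter HCMV at MOI 1 PFU/cell; luciferase read at 72 h post infection, normalized to buffer-only and Salinomycin controls.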
AMA1 RON2 block = inhibitors of Plasmodium falciparum AMA1-RON2 interaction | AlphaScreen AMA1-biotinylated RON2 peptide binding | Potency, µM (titrated, usually from 58.2 µM), inactives show at the highest dose activity change, negative = inhibition, usual class: inhibitors | actives 0.2% (n = 360,000) | AID 720542;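 also: potency is read from the fitted curve at half-maximal effect; 0% = vehicle wells and -100% = peptide control; nearly all actives have a fitted effect of over 45% in size; some results filed as inactive show a strong effect at the top dose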
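AMA1 (3D7) with his tag at 25 nM final met compounds first, then biotinylated RON2 peptide at 25 nM; detection used donor plus acceptor beads, 10 µg/mL apiece, read by AlphaScreen after 30 min at room temperature.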
CHX counter = affects cycloheximide protein synthesis inhibition readout, counter-screen; max response, %; actives 12% (n = 300,000); AID 2314; cell reporter, cycloheximide protein synthesis inhibition counterscreen; in the data active = max response mostly above about 13%, no sharp cut-off; inactive = mostly below about 14%; also: read at 38.3 µM for the half of the compounds with a filed dose; 0% is about no effect
Shiga inhibitor = Shiga toxin inhibition. Vero cells, Shiga toxin protein synthesis inhibition reporter. inhibition, % at 38.7 µM. actives 9.2% (n = 290,000); in the data active = inhibition mostly above about 28%, no sharp cut-off; inactive = mostly below about 43%; also: 0% is about no effect
AmpC no deterg = inhibitors of E. coli AmpC beta-lactamase without detergent; P00811; AmpC nitrocefin hydrolysis, absorbance 480 nm, 0.0001% Triton; Potency, µM (doses to about 57.1 µM), inactives show at the top dose activity change, negative = inhibition, most hits filed as inhibitors; actives 0.52% (n = 330,000);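 also: potency is read from the fitted curve at half-maximal effect; plate controls were no compound for no effect and no enzyme for full effect; nearly all actives have a fitted effect of over 20% in size; some results filed as inactive show a strong effect at the top dose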
Target sequence (P00811 whole entry, looked up): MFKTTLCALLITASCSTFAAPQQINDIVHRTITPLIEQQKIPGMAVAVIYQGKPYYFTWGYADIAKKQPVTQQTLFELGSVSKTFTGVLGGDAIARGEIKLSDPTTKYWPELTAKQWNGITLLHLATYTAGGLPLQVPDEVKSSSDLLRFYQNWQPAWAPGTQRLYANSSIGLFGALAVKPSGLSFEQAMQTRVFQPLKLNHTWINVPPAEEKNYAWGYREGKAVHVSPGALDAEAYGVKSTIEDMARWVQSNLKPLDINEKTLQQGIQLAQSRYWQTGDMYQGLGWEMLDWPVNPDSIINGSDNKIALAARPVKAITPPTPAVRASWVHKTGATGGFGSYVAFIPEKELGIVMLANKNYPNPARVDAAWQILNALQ
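AmpC (5.3 nM in the dispensed reagent) in 20 mM phosphate pH 7.0 with 0.01% (detergent screen) or 0.0001% Triton X-100 was preincubated with compounds for 15 min at room temperature. Nitrocefin was then added from an 800 uM solution, and hydrolysis was followed at 480 nm.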
AmpC inh detg = inhibitors of E. coli AmpC beta-lactamase with detergent | AID 485294 | P00811 | actives 0.041% (n = 370,000) | Potency, µM (titrated, usually from 114 µM), for inactives: top-dose activity change, negative = inhibition, hits mostly inhibitors | AmpC hydrolysis of nitrocefin, absorbance 480 nm, 0.01% Triton;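 also: potency is read from the fitted curve at half-maximal effect; 0% = no-compound wells and -100% = no-enzyme wells; nearly all actives have a fitted effect of over 25% in size; some results filed as inactive show a strong effect at the top dose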
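AmpC (5.3 nM in the dispensed reagent) in 20 mM phosphate pH 7.0 with 0.01% (detergent screen) or 0.0001% Triton X-100 was preincubated with compounds for 15 min at room temperature. Nitrocefin was then added from an 800 uM solution, and hydrolysis was followed at 480 nm.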
* = called active by the depositor; ? = inconclusive; · = no result given; + = active, no number; & = joins results of further samples; [ ] = dose if it differs, or a comment. Unless noted, calls follow the shape of the dose curve; as a rule, active = well fitted curve in the direction sought with a large enough effect; inconclusive = small, poorly fitted or top-dose-only effect, or another doubt; inactive = no such curve, though single readings can be large; an effect the other way counts as inactive or inconclusive.

| Compound | FBPA Giardia inh | HCMV inh | AMA1 RON2 block | CHX counter | Shiga inhibitor | AmpC no deterg | AmpC inh detg |
| --- | --- | --- | --- | --- | --- | --- | --- |
| C/C(=N\Nc1ccc(Cl)c(C(=O)O)c1)c1ccc(N2CCOCC2)cc1 | 6% | -7 | -11% | 118* | 156* | -7% | -9% |
| O=C(NNC(=O)c1ccc(Br)o1)c1csc(N2CCOCC2)n1 | · | 22 | 82%[activator] | · | · | -15% | 0% |
| Nc1nccnc1C(=O)OCc1nc2sc3c(c2c(=O)[nH]1)CCCC3 | · | -15 | 30%[activator] | · | · | -5% | -5% |
| CC(=O)c1ccc(OCC(=O)N2CCCC(Nc3ccc(C)c(C)c3)C2)cc1 (stereo unspecified) | · | 21 | -20% | -4 | -4 | 0% | 2% |
| Cc1ccc(NC(=O)CN(C)C(=O)COc2cccc3cccnc23)cc1 | 11µM* | 1 | 22% | 3 | -8 | -6% | 0% |
| O=C(/C=C/c1cc(Br)ccc1F)OCC(=O)N1CCOCC1 | · | -1 | -2% | · | · | -13% | · |
| COc1cc(C(=O)OC(C)CN2C(C)CCCC2C)cc(OC)c1OC (stereo unspecified) | ? | 10 | 7% | 0 | -10 | -15% | ? |
| CCOc1cc(C(=O)NC(=S)Nn2cnnc2)cc(OCC)c1OCC | 16µM* | -26 | 78%[activator] | 1 | 26 | -14% | 4% |
| Cc1cc(OC(C)C(=O)NCc2ccncc2)c2c3c(c(=O)oc2c1)CCCC3 (stereo unspecified) | 4% | -3 | -3% | 5 | -11 | 72%[activator] | -1% |
| CCOc1ccc(/C=C\C(C)=N\O)cc1 | 0% | 47 | -5% | 38* | 97* | 8% | -5% |
| O=C(CSc1nc2ncc(Cl)cc2[nH]1)c1ccc2c(c1)OCO2 | -6% | 7 | 33%[activator] | -2 | 6 | -32% | 0% |
| CCCCCC1=C(C(=O)OC)C(C(=O)OCC)N(S(=O)(=O)C(F)(F)F)c2ccccc21 (stereo unspecified) | -14% | -16 | 16% | -3 | -4 | 41% | · |
| CC(C)Nc1nc(NC(C)C)nc(Nn2cnnc2)n1 | 0% | -18 | -23% | -2 | 8 | -13% | 5% |
| Cc1cccc(C(=O)OCc2cnc(Cl)s2)c1 | 7% | -1 | -4% | 11* | 12 | -11% | 1% |
| COc1ccc(C)cc1S(=O)(=O)Nc1ccncc1 | 3% | ? | 15% | -1 | -12 | -15% | -1% |
| CCOC(=O)C1CCCN(c2nc3ccccc3nc2C(C#N)C(=O)OC(C)COC)C1 (stereo unspecified) | -11% | 23 | 14% | -6 | 9 | 166%[activator] | -2% |
| N#CC(C#N)=Cc1ccc(-c2ccccc2)o1 | 0% | · | · | 1 | -3 | -22% | -12% |
| Cc1[nH]n(-c2ccccc2)c(=O)c1CCO | -2% | -31 | 6% | -4 | -6 | -3% | -4% |
| Cc1cc(NS(=O)(=O)c2ccc(NC(=O)COc3ccc(C#N)cc3)cc2)nc(C)n1 | · | -13 | -3% | · | · | -37% | · |
| CC(C)C(NC(=O)c1ccc(Cl)cc1Cl)C(=O)N1CCC1 (stereo unspecified) | · | -37 | -5% | · | · | 11% | · |
| CCOCCCNC(=O)c1c[nH]c2cc(OC)ccc2c1=O | 0% | ? | -9% | -2 | -4 | -13% | 4% |
| NS(=O)(=O)c1ccc(CCNC(=O)CN2C(=O)c3ccccc3S2(=O)=O)cc1 | · | -13 | 0% | · | · | 5% | ? |
| Cc1cc(OC(F)F)ccc1NC(=S)NC1CCCC1 | -4% | 3 | -4% | -2 | -6 | -18% | -8% |
| O=C(CCN1C(=O)/C(=C/c2ccc(F)cc2)SC1=S)NC1CCS(=O)(=O)C1 (stereo unspecified) | · | ? | 9% | -5 | -2 | -3% | 2% |
| Cc1ccc(C)c(NC(=O)CN(C)C(=O)Cn2c(=O)oc3ccccc32)c1 | · | 2 | 9% | · | · | -30% | ? |
| C=C(C)[C@@H]1CC[C@]2(C(=O)O)CC[C@]3(C)C(CCC4[C@@]5(C)CC[C@H](O)C(C)(C)C5CC[C@]43C)C12 (stereo partly specified) | 16% | 7 | -4% | -2 | 1 | -26% | -8% |
| Cc1nnc(N(C)C(=O)c2cccnc2)s1 | 5% | 12 | 18% | -4 | -1 | -30% | -9% |
| COc1ccc(NC(=O)CN(C)S(=O)(=O)c2ccc3c(c2)n(C)c(=O)c(=O)n3C)cc1 | · | -17 | 3% | -7 | -6 | -3% | -9% |
| O=C(Nc1ccc2nc3n(c(=O)c2c1)CCCC3)c1cccc(F)c1 | 6% | 1 | -5% | 42* | 39* | -16% | -13% |
| Cn1c(=O)oc2cc(S(=O)(=O)N3CCCC(C(=O)Nc4ccccn4)C3)ccc21 (stereo unspecified) | 2% | -23 | -8% | -4 | -16 | -16% | ? |

Shown as labelled records: entries from further up
CCOc1ccc(/C=C\C(C)=N\O)cc1
- FBPA Giardia inh: 0%
- HCMV inh: 47
- AMA1 RON2 block: -5%
- CHX counter: 38*
- Shiga inhibitor: 97*
- AmpC no deterg: 8%
- AmpC inh detg: -5%
Cc1[nH]n(-c2ccccc2)c(=O)c1CCO
- FBPA Giardia inh: -2%
- HCMV inh: -31
- AMA1 RON2 block: 6%
- CHX counter: -4
- Shiga inhibitor: -6
- AmpC no deterg: -3%
- AmpC inh detg: -4%
COc1ccc(NC(=O)CN(C)S(=O)(=O)c2ccc3c(c2)n(C)c(=O)c(=O)n3C)cc1
- FBPA Giardia inh: ·
- HCMV inh: -17
- AMA1 RON2 block: 3%
- CHX counter: -7
- Shiga inhibitor: -6
- AmpC no deterg: -3%
- AmpC inh detg: -9%
Cc1cccc(C(=O)OCc2cnc(Cl)s2)c1
- FBPA Giardia inh: 7%
- HCMV inh: -1
- AMA1 RON2 block: -4%
- CHX counter: 11*
- Shiga inhibitor: 12
- AmpC no deterg: -11%
- AmpC inh detg: 1%

Continuation.
Values run as follows: FBPA Giardia inh	HCMV inh	AMA1 RON2 block	CHX counter	Shiga inhibitor	AmpC no deterg	AmpC inh detg
- COc1ccc(NC(=O)c2sc3nc(-c4cccnc4)ccc3c2N)cc1OC
 : 3%	?	-15%	-2	-5	-6%	6%
- CCc1cccc(CC)c1N(COC)C(=O)Cn1ccccc1=N
 : 2%	3	9%	-2	-5	-14%	-8%
- O=C(CN(Cc1ccco1)C(=O)CNS(=O)(=O)c1ccc(F)cc1)NCc1ccc(F)cc1
 : 5%	12	-1%	1	17	-21%	?
- Cc1ccnc(SCC(=O)N2CCCc3ccccc32)n1
 : 0%	-31	-2%	2	14	-5%	-3%
- CCCCCCCCCCCCS(=O)(=O)CCC(=O)O
 : 26%	7	2%	-3	-2	0%	-4%
- COc1ccc(-c2onc(C)c2-c2cnn(-c3ccccc3)c2)c(O)c1C
 : 2%	-17	-1%	-9	-9	-25%	-1%
- CCCCOc1ccc(C(=O)NCC(=O)NCC(c2cccs2)N2CCOCC2)cc1 (stereo unspecified)
 : ·	+	88%[activator]	·	·	89%[activator]	-5%
- O=C(c1ccc2ccccc2c1)N1CCN(c2ccc([N+](=O)[O-])c(N3CCOCC3)c2)CC1
 : -3%	-12	13%	26*	41	92%[activator]	-2%
- CCCOc1ccc(/C=N/Nc2ccccc2[N+](=O)[O-])c(OCCC)c1
 : -5%	?	?	28*	14	-24%	?
- Cc1[nH]n(C(N)=S)c(=O)c1N=Nc1cccc(Cl)c1
 : ?	2	127%[activator]	32*	60*	-28%	-15%

(cont.)
Values run as follows: FBPA Giardia inh	HCMV inh	AMA1 RON2 block	CHX counter	Shiga inhibitor	AmpC no deterg	AmpC inh detg
- CCOc1ccc(NS(=O)(=O)c2ccc(C(=O)NNC(=O)c3ccccc3O)cc2)cc1
 : ·	-5	63%[activator]	·	·	-58%	-8%
- Cc1cc(C)cc(NC(=O)[C@H](NC(=O)[C@@H]2Cc3ccccc3CN2)c2ccccc2)c1
 : ·	·	16%	8	13	24%	1%
- Cc1cccc(N=C2NC(=O)/C(=C/c3cccnc3)S2)c1C
 : 5%	?	-5%	0	-24	-42%	-3%
- O=C(O)CCc1nc2ccccc2c(=O)[nH]1
 : 0%	-34	7%	7	-11	0%	6%
- Cc1ccc(CNC(=O)/C(C#N)=C\c2ccc(N(C)C)cc2)cc1
 : 5%	·	·	12	-5	-29%	-11%
- Cc1ccc(-c2nc(NC(=O)CSc3ccc4ccccc4n3)ns2)cc1
 : 1%	7&1	17%	-2	-9	-33%	2%&-12%
- CC(C)c1ccccc1NC(=S)N1CCN(S(=O)(=O)c2cccs2)CC1
 : 1%	-2	-4%	7	-5	-34%	-17%
- O=C(COC(=O)C1CC(=O)N(Cc2ccco2)C1)c1ccc(OC(=O)c2ccco2)cc1 (stereo unspecified)
 : -16%	26	-9%	10*	26	78%[activator]	?
- COc1cc2[nH]c3ccccc3c2cc1C
 : 11%	14	4%	53*	69*	-27%	-3%
- O=C(CCl)Nc1cccc(-c2cnc3ccccc3n2)c1
 : ?	-98*	-10%	46*	72*	-24%	3%

Continuation:
Values run as follows: FBPA Giardia inh	HCMV inh	AMA1 RON2 block	CHX counter	Shiga inhibitor	AmpC no deterg	AmpC inh detg
- Cc1ccc(S(=O)(=O)N2CCN(C(=O)CCn3nc(C)c(C)c3C)CC2)cc1C
 : 0%	-10	-19%	-3	-14	128%[activator]	-9%
- O=C(NCC1CCC(C(=O)O)CC1)OCc1ccccc1 (stereo unspecified)
 : ·	54	0%	-2	-15	-16%	-13%
- COc1cccc(CC2(CO)CCCN(C(=O)c3cc[n+]([O-])cc3)C2)c1 (stereo unspecified)
 : 1%	13	-5%	-2	-2	4%	-2%
- COc1ccc(CN2CCC(n3nccc3NC(=O)c3ccc4c(c3)OCO4)CC2)cc1C
 : ·	-11	-6%	-10	19	47%	4%
- Cc1ccc(-n2c(=O)[nH]cc(C(=O)Nc3ccc4c(c3)OCCO4)c2=O)cc1
 : 17%	2	0%	-4	5	4%	-15%
- OCc1cn(-c2ccccc2)nc1-c1ccco1
 : 0%	-4	-7%	16	25	-7%	?
- COc1ccc([N+](=O)[O-])cc1NC(=O)CSc1ncccn1
 : 5%	?	-1%	-1	-5	-12%	-3%
- C/C(=N\NC(=O)Cn1ccc(C(F)(F)F)n1)c1ccc(N2CCOCC2)cc1
 : 7%	0	10%	4	-2	10%	2%
- COc1ccccc1Sc1ccccc1/C=N/NC(N)=O
 : -8%	-4	2%	-2	-6	-10%	-1%
- O=C(CN1CCN(S(=O)(=O)c2ccc(F)cc2)CC1)Nc1ccccc1F
 : 3%	-4	5%	-3	2	15%	-5%
- CC1(C)CC(=O)C2=C(C1)OC(N)=C(C#N)[C@@]21C(=O)N(CC(N)=O)c2ccccc21
 : -7%	-2	-3%	-8	-18	-10%	?
- CCC1Nc2ncnc(N3CCN(c4ccccn4)CC3)c2N(Cc2ccc(Br)cc2)C1=O (stereo unspecified)
 : ·	7	-14%	·	·	97%[activator]	·
- Cc1ccc(S(=O)(=O)CCC(=O)Nc2cc(Cl)ccc2-n2cncn2)cc1
 : ·	-10	-1%	·	·	2%	?

From PubChem BioAssay
